Sm TGR inh: inhibitors of Schistosoma mansoni thioredoxin glutathione reductase | Potency, µM (titrated, usually from 114 µM), inactives show at the highest dose activity change, negative = inhibition, usual class: inhibitors | AID 485364 | purified TGR, DTNB reduction, TNB absorbance 405 nm | 360,000 tested, 3% active | Q962Y6; further: potency means the concentration at half of the fitted maximal effect; nearly all actives have a fitted effect of over 60% in size
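Kinetic colorimetric format: TGR-catalysed, NADPH-driven DTNB reduction monitored via TNB absorbance. Enzyme dispensed at 20 nM; compound exposure 15 min at room temperature before reaction start.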
HCV inh: blocks hepatitis C virus. AID 651820. Huh7.5.1 HCVcc-Cre infection, luciferase reporter, 44 h. 340,000 tested, 3.4% active. Potency, µM (titrated, usually from 41.8 µM), for inactives: at the top dose activity change, negative = inhibition, actives largely listed as inhibitors; further: potency means the concentration at half of the fitted maximal effect
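Infectious HCV cell culture screen: compound-treated cells (1,000/well, pre-plated 4 h) are infected with HCVcc-Cre at roughly 0.5 moi and grown 44 h. Infection is quantified by luciferase signal after 15 min substrate incubation at room temperature.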
AmpC detergent: inhibitors of E. coli AmpC beta-lactamase with detergent. Potency, µM (highest dose often 114 µM), for the others: top-dose activity change, negative = inhibition, hits mostly inhibitors. P00811. AmpC hydrolysis of nitrocefin, absorbance 480 nm, 0.01% Triton. 370,000 tested, 0.041% active;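 further: potency means the concentration at half of the fitted maximal effect; 0% = no-compound wells and -100% = no-enzyme wells; nearly all actives have a fitted effect of over 25% in size; some results filed as inactive show a strong effect at the top dose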
Target sequence (P00811 whole entry, looked up): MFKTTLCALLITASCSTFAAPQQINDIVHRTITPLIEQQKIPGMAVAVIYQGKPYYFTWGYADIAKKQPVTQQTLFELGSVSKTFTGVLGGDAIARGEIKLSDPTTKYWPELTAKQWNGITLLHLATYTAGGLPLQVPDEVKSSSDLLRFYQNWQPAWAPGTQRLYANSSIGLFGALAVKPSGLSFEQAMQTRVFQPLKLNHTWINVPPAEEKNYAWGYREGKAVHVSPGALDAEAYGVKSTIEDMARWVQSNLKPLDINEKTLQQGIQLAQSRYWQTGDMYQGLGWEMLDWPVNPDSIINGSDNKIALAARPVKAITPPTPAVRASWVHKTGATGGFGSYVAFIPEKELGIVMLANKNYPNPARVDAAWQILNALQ
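AmpC (5.3 nM in the dispensed reagent) in 20 mM phosphate pH 7.0 with 0.01% (detergent screen) or 0.0001% Triton X-100 was preincubated with compounds for 15 min at room temperature. Nitrocefin was then added from an 800 uM solution, and hydrolysis was followed at 480 nm.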
HCMV inh: human cytomegalovirus inhibition | HFF cells, HCMV-luciferase reporter, 72 h; active compounds read low | activity change, negative = inhibition, % at 57.5 µM | 410,000 tested, 4.5% active | AID 1259415; in the data active means activity change below about -60%; inconclusive means no clear call, values can overlap the other calls; inactive means above about -39%
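Screen run at 2 compound doses on HFFs infected with reporter HCMV, MOI 1 PFU/cell. Luciferase activity from cell lysates at 72 h post infection gave inhibition relative to buffer-only and Salinomycin wells.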
FBPA Giardia inh: Giardia lamblia aldolase inhibition; Potency, µM (top dose mostly 59.6 µM), inactives show top-dose activity, negative = inhibition, most hits filed as inhibitors; 290,000 tested, 0.71% active; purified Giardia FBPA; AID 2451; A8B2U2; further: potency means the concentration at half of the fitted maximal effect; nearly all actives have a fitted effect of over 55% in size
Target sequence (A8B2U2 whole entry, looked up): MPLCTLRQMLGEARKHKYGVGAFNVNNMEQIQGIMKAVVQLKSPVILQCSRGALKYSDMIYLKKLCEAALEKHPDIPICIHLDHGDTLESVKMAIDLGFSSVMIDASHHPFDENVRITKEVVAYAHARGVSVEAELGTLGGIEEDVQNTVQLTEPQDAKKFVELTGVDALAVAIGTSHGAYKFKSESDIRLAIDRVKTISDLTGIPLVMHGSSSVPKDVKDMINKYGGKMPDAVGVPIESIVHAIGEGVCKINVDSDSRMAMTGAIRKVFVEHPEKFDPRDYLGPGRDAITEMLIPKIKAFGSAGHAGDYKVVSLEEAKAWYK
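Giardia FBPA (40 nM reagent) was preincubated 10 min at RT with compound (up to 57.5 uM final), then substrate plus GAPDH/TPI/NAD/arsenate coupling system with diaphorase/resazurin was added; resorufin fluorescence (525/598 nm) was read after 20 min.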
AmpC inh no detg: AmpC beta-lactamase inhibition without detergent; 330,000 tested, 0.52% active; Potency, µM (highest dose often 57.1 µM), for inactives: top-dose activity change, negative = inhibition, hits mostly inhibitors; AmpC nitrocefin hydrolysis, absorbance 480 nm, 0.0001% Triton;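 further: potency means the concentration at half of the fitted maximal effect; plate controls were no compound for no effect and no enzyme for full effect; nearly all actives have a fitted effect of over 20% in size; some results filed as inactive show a strong effect at the top dose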
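AmpC (5.3 nM in the dispensed reagent) in 20 mM phosphate pH 7.0 with 0.01% (detergent screen) or 0.0001% Triton X-100 was preincubated with compounds for 15 min at room temperature. Nitrocefin was then added from an 800 uM solution, and hydrolysis was followed at 480 nm.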
Numbers without * were called inactive; ? = inconclusive; · = not tested or not shown; & = joins results of further samples; [ ] = another dose, or the depositor's remark. Unless noted, the call rests on the fitted dose curve; in most records, active means well fitted curve in the direction sought with a large enough effect; inconclusive means small, poorly fitted or top-dose-only effect, or another doubt; inactive means no such curve, though single readings can be large; an effect the other way counts as inactive or inconclusive. Unless noted, on the % scale 0 is the no-effect control and ±100 the full control effect. Random draw from the library, and some 9.9% of all compounds hit somewhere here.

SMILES	Sm TGR inh	HCV inh	AmpC detergent	HCMV inh	FBPA Giardia inh	AmpC inh no detg
CCOc1ccccc1NC(=O)CSc1nc2c(oc3ccccc32)c(=O)n1Cc1ccco1	-10%	·	5%	-5	·	·
CCC(C(=O)NC1C(=O)N2C(C(=O)O)=C(CSc3nnc(C)s3)CSC12)c1ccccc1 (stereo not drawn)	4µM*	-1%	?	13	·	-20%
CCCOc1ccc(CNC(=O)c2[nH]c3cc(OC)ccc3c2Sc2ccccc2)cc1	-4%	·	23%	9	·	·
Cc1ccc(C)c(OCCC(=O)OCC(=O)N2CCN(S(=O)(=O)c3ccc(Cl)cc3)CC2)c1	?	?	-1%	37	·	22%
CC(C)NC(=O)CSc1nc2[nH]ncc2c(=O)[nH]1	0%	7%	-4%	-19	-4%	-40%
Cc1ccc(Nc2cc(C)c(C#N)c3nc4ccccc4n23)cc1Cl	-3%	·	7%	10	·	·
CCN1CCN(c2ncc3c(n2)CCN(Cc2ccc(OC)c(OC)c2)C3)CC1	-11%	·	7%	-4	·	·
Cc1cc(C(=O)Nn2cnc3ccccc3c2=O)ccc1[N+](=O)[O-]	-17%	-2%	-8%	-24	11%	-14%
COc1ccc(/C=N/Nc2cc(=O)n(C)c(=O)n2C)cc1OC	-7%	25%	-5%	14	?	-4%
Cc1ccc[n+](C2C(c3ccc([N+](=O)[O-])cc3)C(C#N)=C([S-])NC2(O)C2CC2)c1 (stereo not drawn)	-21%	-4%	1%	-17	?	-2%
OC1C=CSc2nc3ccccc3n21 (stereo not drawn)	-16%	?	-8%	59	0%	-6%
COc1cc(-c2c(C#N)c(N)nc3c2c(C)nn3-c2ccc(C)c(C)c2)cc(OC)c1OC	0%	?	-13%	136	-15%	69%[activator]
Cc1ccc2c(c1)nc(NCCO)n2C	-1%	15%	?	27	0%	-17%
Cc1cc(OCC(=O)OCC(=O)N2CC(C)CC(C)C2)ccc1Cl (stereo not drawn)	-21%	1%	?	124	·	49%
C=C(C)CN(CC)C(=O)CCc1nnc(CCCc2ccccc2)o1	20%	7%	9%	24	0%	52%
COc1ccc2oc(=O)cc(CN3CCN(c4ccccc4OC)CC3)c2c1	1%	·	24%	-31	·	·
C/C(=N\NC(=O)c1cccc(F)c1)c1cccc(NC(=O)c2ccc(F)cc2)c1	2%	5%	-6%	?	0%	-19%
CC[C@]12c3[nH]c4ccc(OC)cc4c3CCN1C(=O)C(CC(=O)NCCN1CCOCC1)C[C@@H]2C(=O)N1CCN(C(=O)c2ccco2)CC1 (stereo partly drawn)	·	12%	·	-11	·	47%
COc1cc(-c2cn(S(=O)(=O)c3cccc4nsnc34)nc2N)cc(OC)c1OC	-23%	-17%	-2%	62	-3%	37%
N#CC(C(N)=O)=C1CCCCC1	3%	1%	4%	-9	2%	-9%
Cc1ccc(S(=O)(=O)N2CCOCC2)cc1C(=O)NCc1ccccc1CN1CCCC1	-14%	-4%	-12%	-15	·	-15%
O=[N+]([O-])c1cccc2cn[nH]c12	-12%	-16%[8.37 µM]	-14%	44	-23%&-5%&-10%&-11%	7%
CC(C)Cn1cc(C(=O)NCC2CCCO2)c2c3ccccc3n(C)c2c1=O (stereo not drawn)	-23%	-14%	?	28	-17%	7%
COc1cc(CNn2c(C)n[nH]c2=S)cc(Br)c1OCC(=O)NC(C)(C)C	1%	-9%	-9%	14	8%	45%
CCCCN(C(=O)C1CCCC1)c1c(N)n(CCC)c(=O)[nH]c1=O	-3%	15%	0%	-12	·	-21%
O=c1[nH]c2cnccc2n1-c1ccccc1	0%	10%	-11%	58	-13%	-12%
CCOC(=O)N1CCN(C(=O)Cn2ncc3ccccc32)CC1	-3%	0%	?	-17	0%	-4%
Cc1[nH]c(C(=O)O)c(C#N)c1C(=O)c1ccccc1	?	1%	4%	-6	-9%	-10%
CNC(=O)c1sccc1SCc1ccc(Cl)cc1Cl	1%	?	?	-16	-9%	-12%
O=C(NCc1ccccc1)C(c1ccc(O)cc1)N(C(=O)c1cnccn1)c1ccccc1 (stereo not drawn)	6%	1%	?	-7	9%	-20%
COc1ccc(-c2cc(C(F)(F)F)nc(N3CCN(C)CC3)n2)cc1OC	-23%	?	-14%	14	2%	22%
CC1CCN(CC(=O)c2ccc3c(c2)OCCO3)CC1	?	3%	-5%	-61*	?	-18%
COc1ccc(-c2c(NC(=O)CC(C)C)n(C)c3ccccc3c2=O)cc1OC	8%	12%	12%	16	-16%	-15%
NS(=O)(=O)c1ccc(CCNC2CC(=O)N(CCc3ccccc3)C2=O)cc1 (stereo not drawn)	0%	19%	-15%	3	0%	-5%
Cc1ccc(NC(=O)CCC(=O)OCC(=O)c2ccc(Oc3ccc([N+](=O)[O-])cc3)cc2)c(C)c1	?	-2%	0%	-4	4%	-23%
N=c1c(C(=O)NCCc2ccccc2)cc2c(=O)n3ccccc3nc2n1CCCN1CCOCC1	-6%	?	-6%	-17	3%	24%
Cc1ccc(-c2nc(-c3cccnc3)sc2CC(=O)Nc2ccc3nc(C)sc3c2)cc1	-9%	14%	-4%	-39	-2%	-16%
COc1cc(NS(=O)(=O)c2ccc(N/C=C(\C#N)c3nc4ccccc4o3)cc2)nc(OC)n1	-21%	27%	-15%	47	-5%	-21%
COc1ccc(C(=O)CSc2nnc(-c3ccoc3C)n2CC2CCCO2)cc1 (stereo not drawn)	45µM*	-5%	-9%	?	1%	29%
CCCNC(=O)c1ccc(CN2CCOCC2)cc1	·	23%	3%	-39	1%	-8%
CCc1nnc(NC(=O)C2CCC2)s1	-2%	20%	-5%	57	-5%	-10%
Cn1ncc(Br)c1C(=O)NC1CCCC1	6%	13%	?	-18	·	-5%
CCCNC(=O)c1cnn2c(C(F)F)cc(-c3ccccc3)nc12	4%	·	28%	-17	·	·
COc1ccc(NC(=O)C2CCCN(S(=O)(=O)c3ccc4c(c3)CC(C)N4C(C)=O)C2)cc1 (stereo not drawn)	7%	?	0%	?	-1%	65%[activator]
CCOC(=O)c1c(NC(=O)C2C3C=CC(C3)C2C(=O)O)sc2c1CCC(CC)C2 (stereo not drawn)	-1%	-7%	5%	21	20%	-28%
Cc1ccc(S(=O)(=O)c2c(C)nn(C(C)(C)C)c2OC(=O)C(C)(C)C)cc1	6%	?	-24%	32	3%	52%
Cc1cc(C)cc(OCC(O)CN2C(=O)NC(C)(C)C2=O)c1 (stereo not drawn)	2%	-6%	-11%	-7	2%	-13%
O=C(CCN1C(=O)C2C3C=CC(C3)C2C1=O)NCCN1CCCc2ccccc21 (stereo not drawn)	?	0%	-11%	17	-7%	2%
CC1(c2ccccc2Cl)NC(=O)N(CC(=O)N2CCN(S(=O)(=O)c3ccccc3)CC2)C1=O (stereo not drawn)	0%	1%	?	10	·	19%
Cc1csc2nc(O)c(C(=O)NCCC3=CCCCC3)c(=O)n12	3%	-2%	0%	-13	·	-17%

Next entries
SMILES	Sm TGR inh	HCV inh	AmpC detergent	HCMV inh	FBPA Giardia inh	AmpC inh no detg
Cn1c(=O)c2c(nc(SCCN3CCOCC3)n2Cc2ccccc2Cl)n(C)c1=O	-9%	-11%	-6%	7	-1%	170%[activator]
COc1ccc(/C=N/NC(=O)c2cccc(NC(=O)c3ccccc3Cl)c2)c(OC)c1	7%	?	?	-26	0%	-38%
Brc1ccc2c(c1)C(c1cccnc1)=NNC(c1cccs1)=N2	9%	?	-8%	-3	-3%	-23%
COc1cc(C2C(C(=O)c3ccc(C)o3)=C(O)C(=O)N2CCc2ccccc2)ccc1O (stereo not drawn)	0%	-4%	-8%	0	-1%	-41%
CC(=O)NC(=S)Nc1sc2c(c1C(N)=O)CCC(C)C2 (stereo not drawn)	2%	-5%	-4%	46	-13%	-9%
COc1cc(NC(=O)c2cccc(Cl)c2Cl)ccc1NC(=O)c1cc2ccccc2o1	8%	·	9%	-26	·	·
CCCC(=O)Nc1ccc(NC(=O)c2sc3ccccc3c2Cl)cc1	-17%	·	-9%	1	·	·
Cn1cc(C(=O)OCC2CCN(CCNS(C)(=O)=O)CC2)c2ccccc21	·	?	·	-13	-2%&18%	·
Clc1cccc(Cl)c1Cn1c(-c2cccnc2Cl)nc2ccccc21	-11%	?	?	?	0%	17%
COc1cccc(/C=C2/SC(=S)N(CC(=O)NNC(=O)c3ccccc3OC)C2=O)c1	20%	-19%	1%	61	1%	-37%

Some entries already given, reduced to HCV inh, AmpC detergent and AmpC inh no detg.
SMILES	HCV inh	AmpC detergent	AmpC inh no detg
Cn1c(=O)c2c(nc(SCCN3CCOCC3)n2Cc2ccccc2Cl)n(C)c1=O	-11%	-6%	170%[activator]
Brc1ccc2c(c1)C(c1cccnc1)=NNC(c1cccs1)=N2	?	-8%	-23%
COc1ccc(/C=N/NC(=O)c2cccc(NC(=O)c3ccccc3Cl)c2)c(OC)c1	?	?	-38%

Later entries:
SMILES	Sm TGR inh	HCV inh	AmpC detergent	HCMV inh	FBPA Giardia inh	AmpC inh no detg
COc1cccc(C2N=C(c3ccccc3C)NO2)c1OC (stereo not drawn)	53%[activator]	-11%	-13%	33	-20%	-18%
Cn1cccc1CC(=O)NNC(=O)Nc1cccc(Cl)c1	-15%	-15%	-12%	-5	1%	-19%
CCOc1ccc(NC(=O)C(NC(=O)C2CCC(C)CC2)C(C)C)cc1 (stereo not drawn)	-1%&2%	5%	?	-15&9	3%	-25%
O=C(O)Cc1ccc(NC(=O)c2ccc3c(c2)C(=O)N(Cc2ccco2)C3=O)cc1	-9%	21%	-2%	-26	·	-49%
Cc1ccc(NC(=O)COC(=O)CCC2CCCC2)cc1S(=O)(=O)N1CCOCC1	·	3%	·	3	·	2%
CCN(CC(=O)NCc1cccs1)C(=O)c1ccc(-c2ccccc2F)o1	3%	2%	0%	?	·	-1%
O=C(Nc1ccc(F)cc1)N1CCN2C(=O)c3ccccc3C12c1ccccc1 (stereo not drawn)	-6%	1%	?	·	-7%	3%
COc1ccc(S(=O)(=O)N(C)c2ccc(C(=O)N3CCCCC3)cc2)cc1	-8%	·	?	-17	10%	56%
Cc1ccc(NC(=O)C(=O)NCC(c2cccnc2)N2CCN(Cc3ccccc3)CC2)cc1Cl (stereo not drawn)	-2%	·	20%	-11	·	·
Cc1ccc(/C=C/c2nc3sc(C(=O)O)c(C)c3c(=O)[nH]2)cc1[N+](=O)[O-]	-19%	24%	-13%	-30	-20%	-33%

Quoted at random: 5 compounds from above.
SMILES	Sm TGR inh	HCV inh	AmpC detergent	HCMV inh	FBPA Giardia inh	AmpC inh no detg
COc1cccc(C2N=C(c3ccccc3C)NO2)c1OC (stereo not drawn)	53%[activator]	-11%	-13%	33	-20%	-18%
CC(=O)NC(=S)Nc1sc2c(c1C(N)=O)CCC(C)C2 (stereo not drawn)	2%	-5%	-4%	46	-13%	-9%
Cc1ccc(/C=C/c2nc3sc(C(=O)O)c(C)c3c(=O)[nH]2)cc1[N+](=O)[O-]	-19%	24%	-13%	-30	-20%	-33%
COc1ccc(NC(=O)C2CCCN(S(=O)(=O)c3ccc4c(c3)CC(C)N4C(C)=O)C2)cc1 (stereo not drawn)	7%	?	0%	?	-1%	65%[activator]
COc1ccc(/C=N/NC(=O)c2cccc(NC(=O)c3ccccc3Cl)c2)c(OC)c1	7%	?	?	-26	0%	-38%

Source: PubChem
